From PubChem BioAssay
HIV Rev-RRE inh: HIV-1 Rev-RRE binding inhibitors, primary screen, biochemical, FRET, protein-RNA interaction. AID 704, 2007. inhibition, % at 8 µM. Rev peptide-RRE RNA binding. 97,000 tested, 0.79% active;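 active = inhibition above the screen-wide mean plus 3 SD, cut at about 35% in these data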;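 note: 0% = median DMSO wells and 100% = median Neomycin B control wells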
Target sequence (P05866 whole entry, looked up): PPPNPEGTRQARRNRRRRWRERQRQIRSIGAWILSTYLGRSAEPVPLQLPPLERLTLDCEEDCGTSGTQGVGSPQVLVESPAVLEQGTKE
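Test system: Cy5-tagged RRE RNA duplex with fluorescein-tagged Rev peptide; Probe or stimulus: labelled Rev peptide; Schedule: 5 min preincubation and 15 min binding, 25 °C; Signal: FRET fluorescence readout; Evaluation: % inhibition from 671/540 nm acceptor-to-donor ratio, scaled between controls; Control set: DMSO and neomycin B.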
Candida biofilm: clotrimazole potentiators killing Candida biofilms, primary screen, with clotrimazole, Alamar Blue; C. albicans biofilm + clotrimazole; inhibition, % at 6 µM; 85,000 tested, 0.14% active; AID 834, 2007;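 active = inhibition above 20%; inactive = inhibition below 20%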;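 note: preformed 24 hr biofilms exposed to compound for 48 hr; 0% = biofilm without compound and 100% = blank killed by clotrimazole plus chlorhexidine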
PLK1 PBD inh: Plk1 polo box domain binding inhibitors, primary screen, biochemical, fluorescence polarization | Serine/threonine-protein kinase PLK1 (Homo sapiens), P53350 | Plk1 PBD phosphopeptide binding | inhibition, %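 (tested at about 20 µM)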 | 97,000 tested, 0.13% active | AID 693, 2007; in the data active = inhibition above about 34%, passing the limit was not always enough
Target sequence (P53350 whole entry, looked up, the tested form may be a part): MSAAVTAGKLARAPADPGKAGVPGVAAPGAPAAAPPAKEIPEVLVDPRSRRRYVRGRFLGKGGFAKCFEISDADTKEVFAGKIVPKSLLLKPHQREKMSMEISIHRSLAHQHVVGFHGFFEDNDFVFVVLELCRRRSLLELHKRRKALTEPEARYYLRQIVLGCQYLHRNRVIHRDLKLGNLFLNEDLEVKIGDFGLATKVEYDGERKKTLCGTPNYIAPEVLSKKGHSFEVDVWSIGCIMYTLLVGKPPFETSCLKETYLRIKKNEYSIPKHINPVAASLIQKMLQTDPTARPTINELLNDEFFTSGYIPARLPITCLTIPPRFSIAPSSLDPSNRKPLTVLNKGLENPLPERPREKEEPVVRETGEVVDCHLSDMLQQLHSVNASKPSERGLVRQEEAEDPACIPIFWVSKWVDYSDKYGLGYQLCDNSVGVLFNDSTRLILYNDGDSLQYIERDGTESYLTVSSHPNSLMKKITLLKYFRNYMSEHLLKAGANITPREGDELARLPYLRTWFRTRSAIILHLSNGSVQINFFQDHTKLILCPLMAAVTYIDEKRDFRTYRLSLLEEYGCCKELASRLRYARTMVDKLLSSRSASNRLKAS
PLK1 kinase inh: human PLK1 kinase inhibitors, primary screen, biochemical, TR-FRET; recombinant PLK1 kinase, TR-FRET peptide phosphorylation; Serine/threonine-protein kinase PLK1 (Homo sapiens), P53350; 97,000 tested, 0.53% active; AID 619, 2007; inhibition, % at 10 µM;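 active = inhibition of 50% or more in the single-concentration screen; inactive = inhibition below 50%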;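 note: 0% = DMSO max control and 100% = H-89 dihydrochloride min control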
EphB4 ephrin blk: EphB4-ephrin-B2 interaction antagonists, primary screen, biochemical, TNYL-RAW peptide probe, fluorescence polarization; 97,000 tested, 0.15% active; inhibition, % at 7 µM; AID 720, 2007; EphB4 LBD / TNYL-RAW-Alexa532 peptide; Ephrin type-B receptor 4 (Homo sapiens), P54760;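 active = inhibition above the screen-wide mean inhibition plus 3 SD, cut at about 15% in these data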;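 note: 0% = DMSO wells and 100% = excess unlabeled TNYL-RAW peptide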
LYP act: LYP phosphatase activators, primary screen, biochemical, DiFMUP fluorescence, 2 µM. Tyrosine-protein phosphatase non-receptor type 22 (Homo sapiens), Q9Y2R2. recombinant LYP; 0 = plate median, 100 = signal doubled. activation, % at 2 µM. 96,000 tested, 0.11% active. AID 697, 2007;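 active = activation at 2 µM above a set limit, the mean plus 5 SD, cut at about 37% in these data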
PTPN22 inh 2: PTPN22 phosphatase inhibitors, primary screen, biochemical, DiFMUP fluorescence, 2 µM; Tyrosine-protein phosphatase non-receptor type 22 (Homo sapiens), Q9Y2R2; recombinant LYP catalytic domain; inhibition, % at 2 µM; 96,000 tested, 0.21% active;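 active = inhibition at 2 µM at or above a set limit, the screen mean plus 3 SD, cut at about 24% in these data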;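 note: 0% = DMSO with enzyme and 100% = enzyme fully blocked by orthovanadate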
CYP2C9 act: human CYP2C9 activators, primary screen, biochemical, luminescence; Cytochrome P450 2C9 (Homo sapiens), P11712; recombinant CYP2C9, luciferin-H conversion; hits give high values; factor 1 = untreated enzyme, 0 = blocked; activation factor at 5 µM; 96,000 tested, 1.4% active; AID 1024, 2008;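 active = activation factor of 2 or more for CYP2C9 at a 5 µM dose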;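 note: 0 = sulfaphenazole-blocked wells and 1 = vehicle-only wells; values of inactives mirror those of a sister screen read the other way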
CYP2C9 inhib: blockers of cytochrome P450 2C9 activity – biochemical, luminescence, ADME assay, primary screen; P11712; CYP2C9 Supersomes, luciferin-H conversion; inhibition, % at 5 µM; 96,000 tested, 20% active;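 active = blocking of liver enzyme CYP2C9 beyond about 50% at 5 µM, limit read from the data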; note: values of inactives mirror those of a sister screen read the other way
Active calls of the source: *; . = no result given.

Compound	Candida biofilm	PLK1 kinase inh	HIV Rev-RRE inh	CYP2C9 inhib	PTPN22 inh 2	EphB4 ephrin blk	CYP2C9 act	LYP act	PLK1 PBD inh
CCN(CC)S(=O)(=O)c1ccc(C(=O)NCC(c2cccs2)N2CCOCC2)cc1 (stereo not drawn)	.	-10	1	15	-13	-4	0.9	8	13
Cc1cccc(OCC(=O)NC(=S)Nc2ccc(S(=O)(=O)NC3CCCCC3)cc2)c1	.	-9	4	93*	14	2	0.1	-14	1
CCc1ccccc1N(CC(=O)NCCSCc1ccco1)S(C)(=O)=O	11	22	-1	26	7	-2	0.7	-8	-4
Cc1onc(-c2ccccc2)c1C(=O)NCC1COc2ccccc2O1 (stereo not drawn)	6	-11	2	43	6	-4	0.6	-5	-17
O=C(NCCN1C(=O)C2C3C=CC(C3)C2C1=O)N1CCOCC1 (stereo not drawn)	9	-12	5	-2	-11	-4	1	10	8
CCN(CC)c1nc2ccccc2n2cnnc12	1	-1	-1	15	0	0	0.8	-3	-7
Cc1ccc2c(Cl)c(C(=O)NCCCn3ccnc3)sc2c1	12	-8	5	.	-1	9	.	1	6
CCOC(=O)c1c(CN(C)C)n(C)c2ccc(OC(C)=O)cc12	5	4	-1	0	-3	-1	1	1	-8
CC1(C)CC(=O)C(C(c2cccnc2)C2C(=O)CC(C)(C)CC2=O)C(=O)C1	.	-14	4	4	10	4	1	-11	-25
CCn1c(SCC(=O)NCCc2ccc(OC)c(OC)c2)nc2c1c(=O)n(C)c(=O)n2C	9	-5	9	8	-18	6	0.9	15	-10
COc1ccc(-c2noc(CN(C(=O)C(C)(C)C)C(C)C)n2)cc1	4	9	5	57*	0	-5	0.4	0	25
CCOc1c(OC)ccc2c3c(c(=O)oc12)CCCC3	0	-4	5	-163	-3	15	2.6*	2	-9
Cc1cc(NC(=O)c2cnn3cccnc23)nn1CC(=O)Nc1cccnc1	4	1	8	7	1	3	0.9	-2	-3
COc1ccc2c(c1)c(=O)oc1c(C)c(OCC(=O)N3CCc4ccccc4C3)ccc12	.	-9	7	62*	0	4	0.4	3	-24
N#Cc1nc(-c2ccco2)oc1N1CCC(C(N)=O)CC1	1	-5	3	-2	-8	-2	1	6	-16
COC(=O)c1ccc(N(CC(=O)NC2CCCC2)C(=O)CNC(=O)c2ccco2)cc1	5	-4	-2	29	-1	-6	0.7	1	0
CCc1ccc(NC(=O)c2ccc(C3SCC(=O)N3CCc3ccccc3)cc2)cc1 (stereo not drawn)	.	-6	4	66*	10	10	0.3	-9	-15
C=CCn1c(-c2ccc(Cl)cc2)c[nH]c1=S	7	-9	0	42	-7	2	0.6	5	-22
CCn1c(Cc2cccs2)nnc1SCC(=O)Nc1ccc(OC)c(OC)c1	-1	-3	0	-25	-6	-6	1.2	3	0
CC1(C)Cc2c(C#N)c(SCC(=O)c3ccccc3)nc(N3CCOCC3)c2CS1	.	-10	13	98*	5	-3	0	-9	5
CC1CCN(C(=O)CSc2nncn2-c2ccccn2)CC1	7	-9	7	-25	-4	-2	1.2	7	4
O=S(=O)(NCC1CCCO1)c1cccc2nsnc12 (stereo not drawn)	6	4	4	-15	-9	-6	1.1	8	4
O=C(Nc1cc(Sc2nc3ccccc3s2)cc([N+](=O)[O-])c1)c1ccccc1F	.	-14	9	71*	9	2	0.3	-7	2
COc1ccc(-n2cnc3cc(N)ccc32)cc1	4	-11	6	.	-1	-1	.	1	-6
CCn1ncc(CNC(=O)CCSc2nc(-c3ccco3)cc(C(F)(F)F)n2)c1C	7	-12	0	.	-4	3	.	3	-1
CCC(C(=O)N1CCOCC1)n1c(C(=O)OC)cc2occc21 (stereo not drawn)	5	-4	-1	13	-4	1	0.9	0	-25
CCOc1ccccc1NC(=O)CSc1nc(N)c(C#N)cc1C#N	6	-2	13	24	9	-1	0.8	-11	13
Cc1nnc(SCC(=O)Nc2nc(C(C)(C)C)cs2)s1	1	-7	-3	30	2	0	0.7	1	14
CC1(C)Cc2cccc(OCC(=O)NC3CC3)c2O1	.	-12	-3	18	-5	-5	0.8	5	8
CCc1nc2c(oc3ccccc32)c(=O)[nH]1	-4	1	5	10	5	8	0.9	-3	-8
CCC(c1nnnn1C(C)(C)CC)N(CCN1CCOCC1)Cc1cc2cc(C)ccc2[nH]c1=O (stereo not drawn)	.	-4	9	6	8	0	0.9	-6	-3
O=C(CN1C(=O)C2C3C=CC(C3)C2C1=O)Nc1nc2ccccc2[nH]1 (stereo not drawn)	5	3	-1	7	-7	-3	0.9	10	10
Cc1ccc(CS(=O)(=O)CCC(=O)NC2CC2)cc1	8	-7	4	-4	-7	-4	1	9	15
C1=Nc2c(NCc3ccccc3)ncnc2Oc2ccccc21	3	-6	3	33	9	-3	0.7	-10	-7
Cc1cc(C)c(C)c(OCc2nc(-c3cccnc3)no2)c1	4	-10	13	22	2	-2	0.8	-1	-11
Cc1ccc(C)c(S(=O)(=O)NC(CC(C)C)C(=O)O)c1 (stereo not drawn)	-1	-3	8	11	-4	2	0.9	2	-10
CCSC1=C(C#N)C(c2ccc3c(c2)OCO3)C2=C(CCCC2=O)N1 (stereo not drawn)	7	-13	4	67*	-1	-2	0.3	3	7
COc1ccc(/C(O)=C2\C(=O)C(=O)N(CCN(C)C)C2c2cc(OC)c(OC)c(OC)c2)c(C)c1 (stereo not drawn)	0	-7	-1	16	-9	-8	0.8	6	2
N#Cc1ccc(CSc2nnc(NC(=O)CN3C(=O)C4CC=CCC4C3=O)s2)cc1 (stereo not drawn)	6	-10	4	20	5	7	0.8	-5	-4
COc1cc(S(=O)(=O)N(Cc2ccccc2)Cc2ccccn2)ccc1-n1cnnn1	2	-17	12	.	-1	0	.	0	8
COc1ccc2[nH]c(=O)c(CN(Cc3ccccc3)Cc3nnnn3CC3CCCO3)cc2c1 (stereo not drawn)	7	-7	16	43	-7	16*	0.6	4	-17
C/C(=N\NC(=O)c1ccc(Br)cc1)c1ccccc1	.	-5	1	28	-4	-4	0.7	8	8
Cc1ccc(NC(=O)Cc2noc3ccccc23)cc1	9	-9	2	.	-5	-5	.	6	-5
COc1ccc(NC(=O)CC(Cc2ccccc2)C(=O)O)cc1 (stereo not drawn)	10	5	2	-2	-11	0	1	9	17
COc1ccccc1NC(=O)C1=C(C)Nc2nc(-c3ccccc3)nn2C1c1ccccn1 (stereo not drawn)	-1	-3	11	39	5	6	0.6	-6	-8

Random excerpt: 2 records from the list.
Compound	Candida biofilm	PLK1 kinase inh	HIV Rev-RRE inh	CYP2C9 inhib	PTPN22 inh 2	EphB4 ephrin blk	CYP2C9 act	LYP act	PLK1 PBD inh
COc1ccccc1NC(=O)C1=C(C)Nc2nc(-c3ccccc3)nn2C1c1ccccn1 (stereo not drawn)	-1	-3	11	39	5	6	0.6	-6	-8
O=C(CN1C(=O)C2C3C=CC(C3)C2C1=O)Nc1nc2ccccc2[nH]1 (stereo not drawn)	5	3	-1	7	-7	-3	0.9	10	10

Going on with the list.
Compound	Candida biofilm	PLK1 kinase inh	HIV Rev-RRE inh	CYP2C9 inhib	PTPN22 inh 2	EphB4 ephrin blk	CYP2C9 act	LYP act	PLK1 PBD inh
O=C(CN1CCN(C(=O)N2CCOCC2)CC1)Nc1ccc(Br)cc1	1	-10	10	-4	-5	7	1	4	4
CN1CCN(CC(C)(C)NS(=O)(=O)c2ccc(Cl)cc2)CC1	5	-3	4	1	0	8	1	1	-16
CNC(=O)C1CCCN1S(=O)(=O)c1ccc(OC)cc1 (stereo not drawn)	6	-8	5	-25	10	-5	1.3	-6	7
COc1cccc(/C(O)=C2/C(=O)C(=O)N(CCN(C)C)C2c2ccc(Br)cc2)c1 (stereo not drawn)	5	-5	7	-5	8	-4	1.1	-8	-10
CCOc1ccc(S(=O)(=O)N2c3ccccc3CC2C)cc1 (stereo not drawn)	5	-13	10	94*	5	-2	0.1	-4	-7
O=C(Cn1nc(-c2ccc3c(c2)OCCO3)ccc1=O)Nc1ccc(N2CCOCC2)cc1	.	-14	9	2	4	-1	1	-5	-14
CC1(C)CC(=O)C(C=Nc2ccc3cn[nH]c3c2)=C(O)C1	6	-4	1	17	-2	11	0.8	-1	3
Nn1c(SCc2cccc3ccccc23)nnc1-c1ccco1	6	-3	5	-164	2	-1	2.6*	-1	-11
CCOc1cc(S(=O)(=O)N2CCCC2)ccc1Cl	-3	-4	8	-43	-1	3	1.4	3	22
CC1CN(S(=O)(=O)c2cccc(C(=O)NCc3ccc4c(c3)OCO4)c2)CC(C)O1 (stereo not drawn)	8	-17	5	11	-3	-6	0.9	0	6
COc1cccc2cc(C(=O)N3CCN(c4ccccc4F)CC3)c(=O)oc12	5	-35	4	51*	3	-4	0.5	-1	2
CCOC(=O)C1=C(C)OC(N)=C(C#N)C1c1c(C)nn(-c2ccc(C)cc2)c1Cl (stereo not drawn)	1	-8	17	97*	33*	0	0	-30	-8
COc1ccc(CN(C(=O)c2cnccn2)C(C(=O)Nc2ccc(F)cc2)c2ccccc2)cc1 (stereo not drawn)	5	-11	10	.	-10	-4	.	10	-14
COc1cccc(C2=NOC(C(=O)N3CCN(c4ccccc4)CC3)C2)c1OC (stereo not drawn)	4	-13	3	.	-7	-5	.	4	-18
